aSyn UTR inh – 5' untranslated region of α-synuclein, MLPCN primary screen; AID 1813; inhibition, % (tested at 7.5 µM); 300,000 compounds, 0.82% hits; alpha-synuclein 5'UTR reporter, inhibitor activity; in the data active means inhibition above about 60%; inconclusive means no clear call, values can overlap the other calls;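 further: H4 neuroglioblastoma cells stably carrying SNCA 5'UTR luciferase fusion; 0% = DMSO wells and 100% = positive control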
GSK3A inh – human GSK-3 alpha kinase inhibition. P49840. ADP-Glo luminescence, 60 min. inhibition, % at 10 µM. 320,000 compounds, 0.1% hits. AID 2650;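 in the data active means inhibition above about 50%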;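 further: GST-tagged GSK-3 alpha with peptide substrate and 25 µM ATP; 0% = DMSO neutral wells and 100% = GW8510 positive control wells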
Target sequence (P49840 whole entry, looked up): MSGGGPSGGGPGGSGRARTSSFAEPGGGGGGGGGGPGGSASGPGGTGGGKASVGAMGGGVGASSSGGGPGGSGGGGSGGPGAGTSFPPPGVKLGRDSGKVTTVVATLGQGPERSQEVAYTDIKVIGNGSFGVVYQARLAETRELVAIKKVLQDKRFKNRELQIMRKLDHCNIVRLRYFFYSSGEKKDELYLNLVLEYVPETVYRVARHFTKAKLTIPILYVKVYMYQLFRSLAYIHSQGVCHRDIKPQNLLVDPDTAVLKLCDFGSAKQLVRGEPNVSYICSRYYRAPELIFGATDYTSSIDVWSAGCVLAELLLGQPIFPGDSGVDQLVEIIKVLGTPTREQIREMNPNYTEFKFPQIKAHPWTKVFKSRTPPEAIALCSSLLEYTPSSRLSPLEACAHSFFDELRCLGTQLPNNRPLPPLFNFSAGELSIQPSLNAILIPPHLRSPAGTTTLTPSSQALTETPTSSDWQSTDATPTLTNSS
Platelet DG rel – platelet dense granule release activity. human platelet-rich plasma, SFLLRN dense granule ATP release, luminescence. inhibition, %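 (compounds screened at 7.5 µM in platelet-rich plasma)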. 300,000 compounds, 0.22% hits;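 active means mean replicate score, as percent of positive control, at or above 50; inconclusive means mean below 50 but at least one replicate at or above 50; inactive means mean and every replicate below 50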
HSF1 inh – HSF1 inhibition | NIH3T3-HGL HSE-luciferase, MG132-induced, luminescence 8 h; stronger effect = lower value | activity change, negative = inhibition, % at 7.5 µM (by protocol) | 300,000 compounds, 0.77% hits;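 active means more than half of replicate wells show activity change below -50%, luminescence cut by over half; inconclusive means some wells, but at most half, below -50%; inactive means no replicate well below -50%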;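 further: luciferase reports HSF-1 transcriptional activity via heat shock element; 0% = median of DMSO wells and -100% = zero luminescence signal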
GSK3B inh – human GSK3beta kinase inhibition | GST-GSK3beta kinase, ADP-Glo luminescence, 60 min; stronger effect = lower value | 300,000 compounds, 0.038% hits | activity score (negative = inhibition), % at 10 µM | P49841;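 active means more than half of replicate wells score below -50%, meaning over 50% inhibition versus plate controls; inconclusive means some replicates but at most half score below -50%; inactive means no replicate scores below -50%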;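 further: 0% = median DMSO wells and -100% = median GW8510 positive control wells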
Target sequence (P49841 whole entry, looked up): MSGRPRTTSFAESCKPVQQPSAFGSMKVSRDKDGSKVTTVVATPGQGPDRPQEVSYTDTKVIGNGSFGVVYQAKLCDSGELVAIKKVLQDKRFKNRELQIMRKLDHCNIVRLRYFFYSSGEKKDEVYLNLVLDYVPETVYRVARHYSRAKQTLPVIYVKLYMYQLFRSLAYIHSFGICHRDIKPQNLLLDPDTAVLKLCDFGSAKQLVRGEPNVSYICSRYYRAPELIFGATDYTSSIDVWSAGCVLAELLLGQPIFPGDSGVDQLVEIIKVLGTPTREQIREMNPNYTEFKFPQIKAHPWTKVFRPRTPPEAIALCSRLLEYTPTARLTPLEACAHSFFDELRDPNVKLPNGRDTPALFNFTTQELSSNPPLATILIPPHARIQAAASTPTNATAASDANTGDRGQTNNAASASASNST
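Test system: GST-fused GSK3beta enzyme, cell-free | Quantity: 1.6 ng GST-GSK3beta enzyme per well | Reagent: 25 µM ATP with peptide substrate | Schedule: 60 min enzyme reaction, room temperature | Signal: Luminescent ADP-Glo measurement of ADP formed | Read-out basis: Score relative to plate controls | Control set: DMSO and 20 µM GW8510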
DYRK1A inh – inhibitors of rat Dyrk1A kinase; inhibition, % at 12.5 µM; ADP-Glo luminescence, NFATc1 peptide; AID 504441; 310,000 compounds, 0.43% hits; in the data active means inhibition above about 50%;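 further: plate controls were vehicle with enzyme for no effect and no enzyme for full effect; many of its hits are not listed in these tables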
IEC-6 tox – kills IEC-6 intestinal cells in KLF5 counter-screen. IEC-6 cytotoxicity, luminescence viability. inhibition, % at 5 µM. 290,000 compounds, 0.78% hits. AID 1825; in the data active means inhibition above about 22%;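 further: 0% = plate median of test compound wells and 100% = cytotoxic reference compound wells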
HSP90 inh – inhibitors of HSP90 luciferase refolding in rabbit reticulocyte lysate | luciferase refolding luminescence, 3 h | AID 1789 | inhibition, % at 5.6 µM | 290,000 compounds, 0.91% hits;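 active means inhibition above the screen-wide mean plus 3 SD, computed separately per campaign, cut at about 16% in these data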;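 further: 0% = DMSO wells and 100% = 60 µM geldanamycin wells; inhibitors lower the luminescence because luciferase stays unfolded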
KLF5 inh – suppresses KLF5 promoter-driven expression; 290,000 compounds, 0.23% hits; inhibition, % at 5 µM; DLD-1 KLF5 promoter-luciferase reporter, luminescence;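 active means inhibition above a per-plate limit of that plate's mean compound inhibition plus 3 SD, cut at about 60% in these data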;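 further: 0% = DMSO wells and 100% = LY294002 at 200 µM; higher means less KLF5 promoter-driven luciferase light; inactives centre near -14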
HSF1 activator – increases HSF-1 driven luciferase reporter signal; activation, % at 9 µM; 300,000 compounds, 1.7% hits; AID 504408; NIH3T3-HGL HSF-1 luciferase reporter, MG132, 8 h; 100% = twice DMSO control signal;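 active means mean replicate activation of at least 50% with a set share of replicates each reaching 50%; inconclusive means only one of those two conditions met; inactive means mean below 50% and too few replicates reaching it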;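 further: 0% = median of the neutral control wells and 100% = twice that signal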
* = called active by the depositor; ? = inconclusive; nt = not tested or not shown; & = joins results of further samples. Only part of the results is shown (hit frequency here may not be typical).

SMILES	aSyn UTR inh	GSK3A inh	Platelet DG rel	HSF1 inh	GSK3B inh	DYRK1A inh	IEC-6 tox	HSP90 inh	KLF5 inh	HSF1 activator
COc1ccc2oc3c(c2c1)NC(=O)CN=C3c1ccccc1	-6	3	-3	8	1	1	5	0	-8	24
Cc1ccc2cccc(OC(=O)N3CCCC3)c2n1	19	-6	8	4	-1	2	6	4	-4	-1
C=CCN1C(=O)/C(=C/c2ccc3c(c2)CCCN3CCC)C(=O)NC1=S	-7	-3	6	-3	1	8	-4	2	2	-3
Cc1[nH]c2ccccc2c1C(=O)C(=O)N1CCC2(CC1)OCCO2	-5	0	12	-10	2	8	4	0	1	-6
COc1cccc(C(=O)C2CCCN(Cc3ccc4nsnc4c3)C2)c1 (centres undefined)	-8	-2	0	6	3	-1	-2	-3	-17	0
CC(=O)N1CCN(CCN=Cc2c(O)n(-c3ccc(C)cc3)c(=S)[nH]c2=O)CC1	-19	10	2	5	-1	13	2	1	1	-8
O=C(Nc1cccc(Cl)c1)OC1CN2CCC1CC2 (centres undefined)	-64	-3	-3	11	-2	-14	7	0	-5	17
CCn1c(O)c(C(=O)CC2NCCc3ccccc32)c(=O)n(CC)c1=S (centres undefined)	nt	-7	nt	nt	nt	10	-3	0	-10	nt
CCN(CC)CCCC(C)N=C(c1ccccc1)c1c(O)n(C)c(=O)n(C)c1=O (centres undefined)	-3	-3	9	3	0	-7	-1	-2	-7	-23
COc1cc(OC)c(OC)cc1CNCCc1ccc(F)cc1	14	-1	1	7	1	0	5	4	-53	9
O=c1c2ccccc2nc(/C=C/c2ccc(F)cc2)n1-c1ccccn1	0	-2	?	4	2	nt	1	26*	1	-1
CCCCn1c(O)c(C(C)=NCCN2CCCCC2)c(=O)[nH]c1=O	8	5	-14	nt	0	1	-2	6	12	nt
CN(C)C(=O)Oc1ccc2c(=O)c(Oc3ccccc3Br)coc2c1	-77	-3	-3	-3	2	-3	4	-2	-48	21
O=c1[nH]c(=S)n(-c2ccccc2F)c(O)c1C=NCc1ccco1	-4	6	-4	-3	-26	4	-3	3	-27	-4
O=C1NC(=S)NC(=O)C1C1CCCCC1	-8	0	0	-4	-1	nt	1	-3	-12	-11
COc1cc(/C=C2\C(=O)NC(=O)N(c3ccccc3)C2=O)cc(OC)c1O	6	nt	-6	1	1	6	5	1	0	-6
O=C(N/N=C/c1c(O)n(C2CCCCC2)c(=S)[nH]c1=O)c1ccccc1	-41	9	-1	7	3	5	-3	-6	-91	11
O=c1[nH]c(O)c(C=NCCc2ccccc2)c(=O)[nH]1	-34	-2	-5	4	-2	1	-7	0	-20	27
Nc1nonc1C(=O)N/N=C/c1ccc([N+](=O)[O-])o1	-7	5	2	12	2	3	-13	-2	-21	32
C=CCn1c(O)c(C(C)=NCCC(c2ccccc2)c2ccccc2)c(=O)[nH]c1=O	-2	3	-2	17	0	-6	4	3	-10	20
Cc1ccc(C2CC(=O)C(C=NCCN3CCN(C(=O)Cc4ccccc4)CC3)=C(O)C2)cc1 (centres undefined)	14	-2	1	0	1	-2	-5	-2	11	-3
CCOc1cc2c(cc1OCC)-n1cccc1C(c1ccccc1OC)NC2 (centres undefined)	24	0	-3	-1	-2	3	10	6	15	20
Cc1ccccc1-n1c(O)c(/C=N/c2nccs2)c(=O)[nH]c1=O	9&19	-6&-3	2&-7	-3&4	4&-1	1&3	1&-4	-4&1	-3&-6	-2&-8
CCOC(=O)C1(CCc2ccccc2)CCN(C(C)CSC)CC1 (centres undefined)	-1	-3	-3	3	2	nt	2	8	-25	-9
COc1ccccc1OCC(=O)N1CCCC(N2CCN(c3ccc(F)cc3)CC2)C1 (centres undefined)	6	1	-3	-3	3	-6	-3	-6	-44	3

Single records, as listed above:
`CN(C)C(=O)Oc1ccc2c(=O)c(Oc3ccccc3Br)coc2c1` is entered as aSyn UTR inh = -77; GSK3A inh = -3; Platelet DG rel = -3; HSF1 inh = -3; GSK3B inh = 2; DYRK1A inh = -3; IEC-6 tox = 4; HSP90 inh = -2; KLF5 inh = -48; HSF1 activator = 21
`Cc1[nH]c2ccccc2c1C(=O)C(=O)N1CCC2(CC1)OCCO2` is entered as aSyn UTR inh = -5; GSK3A inh = 0; Platelet DG rel = 12; HSF1 inh = -10; GSK3B inh = 2; DYRK1A inh = 8; IEC-6 tox = 4; HSP90 inh = 0; KLF5 inh = 1; HSF1 activator = -6

Additional compounds:
SMILES	aSyn UTR inh	GSK3A inh	Platelet DG rel	HSF1 inh	GSK3B inh	DYRK1A inh	IEC-6 tox	HSP90 inh	KLF5 inh	HSF1 activator
CCC(=Nc1ccccc1N)c1c(O)[nH]c(=O)[nH]c1=O	-10	23	10	9	-18	2	5	6	-185	26
C[n+]1ccc(-c2ccccc2)c2ccccc21	7	0	3	2	-1	2	nt	nt	nt	-2
CCC1=Nc2cc(C(=O)N3CCC4(CC3)OCCO4)ccc2Sc2ccc(C)cc21	22	0	-1	13	-1	-4	-3	3	-22	24
O=C(c1cn(Cc2ccccc2)c2ccccc12)N1CCCCC1	4	1	7	4	0	3	-8	2	7	26
CCOC(=O)[C@@]1(C#N)C(c2ccc(Cl)c(Cl)c2)[C@H](C(N)=O)N2C=C(C(C)=O)C=C[C@H]21 (some centres undefined)	nt	0	nt	nt	1	0	0	-4	-13	nt
Cc1ccc(N/N=C/c2c(O)n(-c3ccccc3)c(=O)[nH]c2=O)cc1	-47	2	-13	10	1	-2	-1	24*	60	12
CCOc1ccc(-n2c(O)c(C=NCCN(CC)CC)c(=O)[nH]c2=O)cc1	6	9	0	-2	1	-5	1	2	-13	-7
CC1CCC(C)(NS(=O)(=O)OCC(Cl)(Cl)Cl)CC1 (centres undefined)	9	-1	0	-4	1	-16	-2	-4	-26	3
O=C(O)COc1ccccc1/C=C1\C(=O)NC(=O)N(CCC2=CCCCC2)C1=O	7	-6	-2	1	2	1	-2	1	-31	10
O=C(CCc1nc(-c2ccccc2F)no1)N1CCC2(CC1)OCCO2	11	-3	-4	2	3	-7	1	-1	-24	-5
CN1CCC(n2nccc2N)CC1	-5	3	-6	-6	-8	-4	-4	-1	-14	-16
CCN1CCN(C(=O)Cc2c(C)n(C(=O)c3ccc(Cl)cc3)c3ccc(OC)cc23)CC1	-4	4	15	-5	-4	-2	0	5	-9	-14
O=C(Cc1ccccc1)Oc1cccc(N2C(=O)CCC2=O)c1	-15	-2	0	-3	2	7	-4	4	-34	11
CC[N+](CC)(CC)CCCOC(=O)C(O)(c1ccccc1)C1CCCCC1 (centres undefined)	1	0	0	-10	4	5	1	-4	-10	-5
CN1C(=O)N(C)C(=O)C2(Cc3cc(NC(=O)c4ccc(F)cc4)ccc3N3CCCC32)C1=O (centres undefined)	-3	0	-1	1	-15	-5	-1	6	-24	-14
OC(CCNCCc1c[nH]c2ccccc12)C(F)(F)Cl (centres undefined)	5	-1	5	1	3	nt	4	2	-3	-13
Cc1nnc(SCc2nc3ccccc3c(=O)n2-c2ccccc2Cl)n1N	15	-1	-2	-7	1	3	-5	0	-35	-8
CC(NC(=O)Cc1cccc2ccccc12)C(=O)N1CCC(=O)CC1 (centres undefined)	9	-1	6	-3	1	-1	-4	0	-8	-20
CNC(=O)Oc1ccc(C(=O)N2c3ccccc3NC(=O)C2C)cc1 (centres undefined)	1	0	-2	4	-1	-3	-6	-1	0	17
COCCNC(=O)CN1C2CCC1CC(O)(c1cccnc1)C2 (centres undefined)	1	-2	19	-7	3	nt	0	-5	-30	-9
C[C@]12CC[C@H](O)C[C@@H]1CC[C@@H]1[C@@H]2CC[C@]2(C)[C@@H](C(=O)O)C[C@@H]12	6	-5	-1	-5	-3	5	nt	nt	nt	6
Cc1ccnc(-n2c(-c3ccccc3)nc3ccccc3c2=O)c1	16	-5	-6	-11	0	5	0	2	-12	-15
CCCCn1nc(C)c(C(=O)O)c1Cl	-11	1	5	0	0	nt	2	3	-26	-5
CC(=O)c1ccc(NC(=O)N2C[C@H]3C[C@@H](C2)c2cccc(=O)n2C3)cc1	-26	-3	0	2	1	10	3	2	2	7
COc1ccc(CN2CCN(C(=O)Cc3ccccc3)CC2)cc1Br	9	-2	9	-8	5	12	-5	-3	-36	7
COc1ccc(CCNCc2ccc(C)s2)cc1OC	9	1	0	-12	-4	0	4	1	-9	5
COc1ccc(C(=O)C2CCCN(Cc3ccc(C)s3)C2)c(OC)c1 (centres undefined)	19	0	-2	33	1	-2	2	0	-24	63*
O=C(c1ccc2c(c1)OCO2)C1CCCN(Cc2ccc(F)c(F)c2)C1 (centres undefined)	2	-2	18	9	3	0	4	1	-15	15

Structures above that have a carbonyl joined to an NH by a bond outside any ring:
SMILES	aSyn UTR inh	GSK3A inh	Platelet DG rel	HSF1 inh	GSK3B inh	DYRK1A inh	IEC-6 tox	HSP90 inh	KLF5 inh	HSF1 activator
O=C(Nc1cccc(Cl)c1)OC1CN2CCC1CC2 (centres undefined)	-64	-3	-3	11	-2	-14	7	0	-5	17
O=C(N/N=C/c1c(O)n(C2CCCCC2)c(=S)[nH]c1=O)c1ccccc1	-41	9	-1	7	3	5	-3	-6	-91	11
Nc1nonc1C(=O)N/N=C/c1ccc([N+](=O)[O-])o1	-7	5	2	12	2	3	-13	-2	-21	32
CCOC(=O)[C@@]1(C#N)C(c2ccc(Cl)c(Cl)c2)[C@H](C(N)=O)N2C=C(C(C)=O)C=C[C@H]21 (some centres undefined)	nt	0	nt	nt	1	0	0	-4	-13	nt
CN1C(=O)N(C)C(=O)C2(Cc3cc(NC(=O)c4ccc(F)cc4)ccc3N3CCCC32)C1=O (centres undefined)	-3	0	-1	1	-15	-5	-1	6	-24	-14
CC(NC(=O)Cc1cccc2ccccc12)C(=O)N1CCC(=O)CC1 (centres undefined)	9	-1	6	-3	1	-1	-4	0	-8	-20
CNC(=O)Oc1ccc(C(=O)N2c3ccccc3NC(=O)C2C)cc1 (centres undefined)	1	0	-2	4	-1	-3	-6	-1	0	17
COCCNC(=O)CN1C2CCC1CC(O)(c1cccnc1)C2 (centres undefined)	1	-2	19	-7	3	nt	0	-5	-30	-9
CC(=O)c1ccc(NC(=O)N2C[C@H]3C[C@@H](C2)c2cccc(=O)n2C3)cc1	-26	-3	0	2	1	10	3	2	2	7

Source: PubChem BioAssay
